Source: PubChem BioAssay
RGS7-Gao – human RGS7-Galphao interaction regulation | P09471 | Multiplexed bead flow cytometry, RGS7-Galphao binding; actives lie on both sides | binding response (% of control), % at 10 µM | 0.35% of 220,000 active | AID 1439; in the data active = binding response below about 49% or above about 150%;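 also: fluorescent Galphao held in activated GDP-AlF4 state binding bead-coupled RGS7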
Target sequence (P09471 whole entry, looked up): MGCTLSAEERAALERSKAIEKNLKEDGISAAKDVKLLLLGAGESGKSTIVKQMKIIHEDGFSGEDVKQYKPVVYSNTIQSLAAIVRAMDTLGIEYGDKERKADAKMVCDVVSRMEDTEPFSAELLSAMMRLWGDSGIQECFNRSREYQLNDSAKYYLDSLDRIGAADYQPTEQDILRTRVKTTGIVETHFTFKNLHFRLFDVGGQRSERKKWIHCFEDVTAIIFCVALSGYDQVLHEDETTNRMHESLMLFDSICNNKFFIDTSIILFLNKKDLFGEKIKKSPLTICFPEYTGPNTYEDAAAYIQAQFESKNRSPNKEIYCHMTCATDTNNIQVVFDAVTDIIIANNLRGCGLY
ABCB1 inh – inhibitors of human ABCB1 transporter, ABCG2 counter-screen | CCRF-Adr cells, JC-1 efflux, flow cytometry | inhibition, % at 6.6 µM | 0.067% of 190,000 active | P08183; in the data active = inhibition above about 40%;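 also: 0% = vehicle and 100% = reference inhibitor; higher value means more JC-1 retained so stronger ABCB1 efflux block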
Bcl-XL Bim block – disrupts Bim peptide binding to human Bcl-XL | Q07817 | bead flow cytometry, fluorescence | inhibition, % at 10 µM | 0.04% of 190,000 active | AID 1007
Target sequence (Q07817 whole entry, looked up): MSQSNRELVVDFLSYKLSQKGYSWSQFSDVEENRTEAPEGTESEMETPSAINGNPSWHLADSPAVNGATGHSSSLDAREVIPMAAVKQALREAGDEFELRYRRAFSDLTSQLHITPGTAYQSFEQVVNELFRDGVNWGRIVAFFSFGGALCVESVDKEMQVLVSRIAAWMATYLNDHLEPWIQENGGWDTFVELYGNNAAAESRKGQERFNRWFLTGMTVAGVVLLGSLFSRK
Bim-Bcl-B – disrupts Bim peptide binding to human Bcl-B; inhibition, % at 10 µM; bead-based flow cytometry; AID 951; Q9HD36; 0.073% of 190,000 active;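 also: 0% = tracer peptide without compound and 100% = reference inhibitor peptide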
Target sequence (Q9HD36 whole entry, looked up): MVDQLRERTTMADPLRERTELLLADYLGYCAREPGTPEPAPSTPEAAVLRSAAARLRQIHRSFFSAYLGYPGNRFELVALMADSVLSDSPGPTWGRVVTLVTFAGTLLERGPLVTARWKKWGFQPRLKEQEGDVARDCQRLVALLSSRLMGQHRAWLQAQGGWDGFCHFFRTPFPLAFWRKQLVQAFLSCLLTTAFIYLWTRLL
Bfl-1 Bim block – human Bim-Bfl-1 interaction inhibition | Q16548 | Bead-based flow cytometry, Bim-Bfl-1 binding inhibition | inhibition, % at 10 µM | 0.12% of 190,000 active | AID 1008;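 also: 0% = wells without compound plus tracer and 100% = blocker peptide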
RGS4-Gao reg – modulates binding of RGS4 to human Galphao; P09471; Multiplexed bead flow cytometry; actives lie on both sides; binding response (% of control), % at 10 µM; 0.33% of 220,000 active; AID 1415; in the data active = binding response below about 49% or above about 150%; inactive = in between;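 also: fluorescent Galphao activated with aluminum fluoride binding bead-coupled RGS4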
Bcl-2 Bim block – disrupts Bim peptide binding to human Bcl-2 | P10415 | Bead-based flow cytometry, Bim peptide-Bcl-2 binding | inhibition, % at 10 µM | 0.06% of 190,000 active | AID 950; in the data active = inhibition above about 40%;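 also: 0% = no compound wells with probe peptide and 100% = reference peptide inhibitor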
GSH fluor – compound fluoresces at 488/530 nm on GSH beads | 0.25% of 190,000 active | AID 1776 | fluorescence (KMESF) at 10 µM | GSH beads flow cytometry, compound fluorescence 488/530 nm; hits give high values; in the data active = fluorescence above about 89;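 also: glutathione beads carrying GST-tagged Bcl family fusion proteins plus one bare bead set; values are compound well signal with DMSO vehicle wells as background; inactives centre near 16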
ABCG2 block – inhibitors of human ABCG2 transporter, ABCB1 counter-screen | Q9UNQ0 | IgMXP3 cells, JC-1 efflux, flow cytometry | inhibition, % at 6.6 µM | 0.1% of 190,000 active | AID 1325;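 active = inhibition above 80%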;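 also: 0% = DMSO and 100% = nicardipine control wells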
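Measure – % inhibition of efflux relative to nicardipine and DMSO · Test system – ABCG2 IgMXP3 and barcoded ABCB1 CCRF-Adr cell mix · Control set – nicardipine as high control, DMSO as low control · Compound – one concentration, 6.6 µM final · Signal – flow cytometry of retained JC-1 fluorescence · Timing – 10 min exposure at 25 °C with rotation, no wash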
Bcl-W Bim block – human Bim-Bcl-W interaction inhibition | Q92843 | bead-based flow cytometry, Bim peptide-Bcl-W binding | inhibition, % at 10 µM | 0.02% of 190,000 active | AID 952;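 also: 0% = bound tracer without compound and 100% = peptide blocker; higher means less fluorescent Bim peptide bound to Bcl-W beads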
Target sequence (Q92843 whole entry, looked up): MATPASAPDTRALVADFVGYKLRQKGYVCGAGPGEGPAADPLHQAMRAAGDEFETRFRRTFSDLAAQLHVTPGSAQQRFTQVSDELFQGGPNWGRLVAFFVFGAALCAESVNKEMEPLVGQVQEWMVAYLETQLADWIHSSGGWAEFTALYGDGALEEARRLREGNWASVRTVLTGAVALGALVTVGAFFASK
RGS8-Gao reg – modulates binding of RGS8 to human Galphao; P09471; multiplexed bead flow cytometry; actives lie on both sides; response (percent of control binding), % at 10 µM; 0.34% of 220,000 active; AID 1423; in the data active = response below about 60% or above about 140%; inactive = in between;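 also: Galphao activated as the GDP aluminium fluoride complex binding bead-coupled RGS8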
An asterisk follows results filed as active. Rule as the data show it, unless noted: active = inhibition above about 40%. Random draw from the library. Share with any hit: about 1.1%.

How did COc1cc2c(C(=O)N3CCN(c4cccc(Cl)c4)CC3)cn(CC(C)C)c(=O)c2cc1OC do in these assays?
RGS7-Gao: 100; ABCB1 inh: 2.0; Bcl-XL Bim block: 1; Bim-Bcl-B: -8; Bfl-1 Bim block: -10; RGS4-Gao reg: 101; Bcl-2 Bim block: -8; GSH fluor: 45; ABCG2 block: 0; Bcl-W Bim block: 0; RGS8-Gao reg: 99

What do the screens show for `O=C(NNc1nc2c(F)cccc2s1)c1cc(=O)c2ccccc2o1`?
RGS7-Gao: 103; ABCB1 inh: -1.6; Bcl-XL Bim block: -4; Bim-Bcl-B: -1; Bfl-1 Bim block: 0; RGS4-Gao reg: 106; Bcl-2 Bim block: -5; GSH fluor: 18; ABCG2 block: -3; Bcl-W Bim block: 4; RGS8-Gao reg: 106

How did N#CCCN1CCNCC1 do in these assays?
RGS7-Gao: 98; ABCB1 inh: 0.5; Bcl-XL Bim block: -2; Bim-Bcl-B: -2; Bfl-1 Bim block: -1; RGS4-Gao reg: 99; Bcl-2 Bim block: -1; GSH fluor: 10; ABCG2 block: 2; Bcl-W Bim block: -5; RGS8-Gao reg: 102

Results for Clc1ccc(CSc2ccc(-c3ccco3)nn2)cc1 ?
RGS7-Gao: 94; ABCB1 inh: -0.2; Bcl-XL Bim block: -1; Bim-Bcl-B: -1; Bfl-1 Bim block: -1; RGS4-Gao reg: 103; Bcl-2 Bim block: 0; GSH fluor: 11; ABCG2 block: 1; Bcl-W Bim block: 0; RGS8-Gao reg: 98

What do the screens show for `COc1cc(-c2nn3c(COc4ccccc4)nnc3s2)cc(OC)c1OC`?
RGS7-Gao: 113; ABCB1 inh: 1.0; Bcl-XL Bim block: -6; Bim-Bcl-B: -17; Bfl-1 Bim block: 4; RGS4-Gao reg: 98; Bcl-2 Bim block: -3; GSH fluor: 54; ABCG2 block: 20; Bcl-W Bim block: 0; RGS8-Gao reg: 95

Results for COC(=O)/C=C1/SC(=Nc2ccc(C)cc2C)NC1=O ?
RGS7-Gao: 98; ABCB1 inh: 0.4; Bcl-XL Bim block: -6; Bim-Bcl-B: -9; Bfl-1 Bim block: -12; RGS4-Gao reg: 101; Bcl-2 Bim block: -8; GSH fluor: 41; ABCG2 block: 4; Bcl-W Bim block: 0; RGS8-Gao reg: 100

What do the screens show for `O=C(NCC1CCCO1)C1c2ccccc2C(=O)N1Cc1ccc2c(c1)OCO2` (stereo not given)?
RGS7-Gao: 103; ABCB1 inh: 0.5; Bcl-XL Bim block: 2; Bim-Bcl-B: -4; Bfl-1 Bim block: -7; RGS4-Gao reg: 105; Bcl-2 Bim block: -1; GSH fluor: 22; ABCG2 block: 1; Bcl-W Bim block: 1; RGS8-Gao reg: 102

How did CCCn1c(=O)c(C(=O)c2ccccc2)nc2ccccc21 do in these assays?
RGS7-Gao: 96; ABCB1 inh: 0.8; Bcl-XL Bim block: 3; Bim-Bcl-B: 3; Bfl-1 Bim block: 4; RGS4-Gao reg: 98; Bcl-2 Bim block: 0; GSH fluor: 6; ABCG2 block: 3; Bcl-W Bim block: 7; RGS8-Gao reg: 100

Results for Cc1ccc(-c2csc3ncn(CC(=O)N4CCOCC4)c(=O)c23)cc1 ?
RGS7-Gao: 100; ABCB1 inh: 0.1; Bcl-XL Bim block: -4; Bim-Bcl-B: -5; Bfl-1 Bim block: -12; RGS4-Gao reg: 104; Bcl-2 Bim block: -8; GSH fluor: 31; ABCG2 block: 1; Bcl-W Bim block: 2; RGS8-Gao reg: 99

Results for CC(C)(C)c1ccc(C2CC2C(=O)N/N=C\c2cc3ccccc3nc2Cl)cc1 (stereo not given) ?
RGS7-Gao: 106; ABCB1 inh: 0.1; Bcl-XL Bim block: -3; Bim-Bcl-B: 0; Bfl-1 Bim block: -7; RGS4-Gao reg: 105; Bcl-2 Bim block: 1; GSH fluor: 22; ABCG2 block: 1; Bcl-W Bim block: 0; RGS8-Gao reg: 106

Results for Nc1cc(-c2nc3ncccc3o2)ccc1Cl ?
RGS7-Gao: 101; ABCB1 inh: 0.5; Bcl-XL Bim block: -8; Bim-Bcl-B: -1; Bfl-1 Bim block: -2; RGS4-Gao reg: 101; Bcl-2 Bim block: -7; GSH fluor: 20; ABCG2 block: 4; Bcl-W Bim block: -3; RGS8-Gao reg: 103

How did CC1=CS(=O)(=O)CC1Sc1nc(C)n[nH]1 (stereo not given) do in these assays?
RGS7-Gao: 100; ABCB1 inh: -0.1; Bcl-XL Bim block: -4; Bim-Bcl-B: -1; Bfl-1 Bim block: -2; RGS4-Gao reg: 98; Bcl-2 Bim block: -1; GSH fluor: 22; ABCG2 block: 1; Bcl-W Bim block: -1; RGS8-Gao reg: 99

How did CCOC(=O)c1nn(-c2ccccc2)c(C)c1C(C)=O do in these assays?
RGS7-Gao: 100; ABCB1 inh: -0.9; Bcl-XL Bim block: -7; Bim-Bcl-B: -6; Bfl-1 Bim block: -17; RGS4-Gao reg: 98; Bcl-2 Bim block: -7; GSH fluor: 37; ABCG2 block: 13; Bcl-W Bim block: 1; RGS8-Gao reg: 99

What do the screens show for `CCC(C)C(=O)NCCc1ccc(S(N)(=O)=O)cc1` (stereo not given)?
RGS7-Gao: 103; ABCB1 inh: 0.4; Bcl-XL Bim block: -1; Bim-Bcl-B: -3; Bfl-1 Bim block: 1; RGS4-Gao reg: 102; Bcl-2 Bim block: 0; GSH fluor: 11; ABCG2 block: 14; Bcl-W Bim block: -1; RGS8-Gao reg: 104

What do the screens show for `Cc1ccc(C2C3=C(Nc4[nH]n(-c5ccccc5)c(=O)c42)c2ccccc2C3=O)cc1` (stereo not given)?
RGS7-Gao: 105; ABCB1 inh: -1.4; Bcl-XL Bim block: -7; Bim-Bcl-B: -6; Bfl-1 Bim block: -9; RGS4-Gao reg: 105; Bcl-2 Bim block: -5; GSH fluor: 10; ABCG2 block: -21; Bcl-W Bim block: -1; RGS8-Gao reg: 106

Results for CCCS(=O)(=O)c1c(S(=O)(=O)CCC)c2c3ccccc3ccn2c1C(N)=O ?
RGS7-Gao: 102; ABCB1 inh: 0.5; Bcl-XL Bim block: -2; Bim-Bcl-B: -1; Bfl-1 Bim block: -1; RGS4-Gao reg: 103; Bcl-2 Bim block: -3; GSH fluor: 19; ABCG2 block: 2; Bcl-W Bim block: -5; RGS8-Gao reg: 103

Results for Cc1cccc(CN2CCN(Cc3ccc(-n4cccn4)cc3)CC2CCO)n1 (stereo not given) ?
RGS7-Gao: 100; ABCB1 inh: 1.4; Bcl-XL Bim block: -4; Bim-Bcl-B: -6; Bfl-1 Bim block: -6; RGS4-Gao reg: 101; Bcl-2 Bim block: -3; GSH fluor: 13; ABCG2 block: 0; Bcl-W Bim block: 0; RGS8-Gao reg: 101

What do the screens show for `Cc1nn(-c2ccccc2)c(N2CCCC2)c1/C=N/NC(=S)Nc1ccccc1C(F)(F)F`?
RGS7-Gao: 101; ABCB1 inh: 0.5; Bcl-XL Bim block: 1; Bim-Bcl-B: -1; Bfl-1 Bim block: -2; RGS4-Gao reg: 104; Bcl-2 Bim block: -1; GSH fluor: 9; ABCG2 block: 7; Bcl-W Bim block: 1; RGS8-Gao reg: 106

What do the screens show for `Cc1ccc(CN2CCC(C(=O)NCCC(C)C)CC2)o1`?
RGS7-Gao: 100; ABCB1 inh: 0.4; Bcl-XL Bim block: -7; Bim-Bcl-B: -8; Bfl-1 Bim block: -16; RGS4-Gao reg: 99; Bcl-2 Bim block: -8; GSH fluor: 19; ABCG2 block: 7; Bcl-W Bim block: -1; RGS8-Gao reg: 98

What do the screens show for `O=S(=O)(NCc1cccnc1)c1cccn1-c1ncc(C(F)(F)F)cc1Cl`?
RGS7-Gao: 101; ABCB1 inh: -0.1; Bcl-XL Bim block: 1; Bim-Bcl-B: 0; Bfl-1 Bim block: -5; RGS4-Gao reg: 99; Bcl-2 Bim block: -2; GSH fluor: 25; ABCG2 block: -2; Bcl-W Bim block: -2; RGS8-Gao reg: 101

Results for CC(=O)Nc1nc2ccc(C(=O)NCCOC(=O)C3CCCCC3)cc2s1 ?
RGS7-Gao: 104; ABCB1 inh: -0.1; Bcl-XL Bim block: -3; Bim-Bcl-B: -7; Bfl-1 Bim block: -5; RGS4-Gao reg: 106; Bcl-2 Bim block: -3; GSH fluor: 10; ABCG2 block: 2; Bcl-W Bim block: -5; RGS8-Gao reg: 103

Results for COc1ccc(CNS(=O)(=O)NCc2ccc(OC)c(OC)c2)cc1OC ?
RGS7-Gao: 104; ABCB1 inh: 0.3; Bcl-XL Bim block: -1; Bim-Bcl-B: 0; Bfl-1 Bim block: -1; RGS4-Gao reg: 98; Bcl-2 Bim block: 0; GSH fluor: 11; ABCG2 block: 6; Bcl-W Bim block: 0; RGS8-Gao reg: 98

How did CCOc1ccc(-n2cc(C(=O)Nc3cccc(Cl)c3)c3cc(OC)c(OC)cc3c2=O)cc1 do in these assays?
RGS7-Gao: 96; ABCB1 inh: 4.0; Bcl-XL Bim block: -8; Bim-Bcl-B: -7; Bfl-1 Bim block: -3; RGS4-Gao reg: 102; Bcl-2 Bim block: -2; GSH fluor: 27; ABCG2 block: 23; Bcl-W Bim block: -5; RGS8-Gao reg: 99

How did CC(=O)Nc1ccccc1C(=O)C(=O)Nc1cccc(C(=O)N2CC(C)CC(C)C2)c1 (stereo not given) do in these assays?
RGS7-Gao: 102; ABCB1 inh: 0.7; Bcl-XL Bim block: -14; Bim-Bcl-B: -2; Bfl-1 Bim block: -2; RGS4-Gao reg: 102; Bcl-2 Bim block: -2; GSH fluor: 8; ABCG2 block: 3; Bcl-W Bim block: -8; RGS8-Gao reg: 101

What do the screens show for `CC1CN(C(=O)CSc2nc(-c3ccccc3)cs2)CC(C)O1` (stereo not given)?
RGS7-Gao: 102; ABCB1 inh: 0.7; Bcl-XL Bim block: -11; Bim-Bcl-B: -11; Bfl-1 Bim block: -20; RGS4-Gao reg: 99; Bcl-2 Bim block: -13; GSH fluor: 25; ABCG2 block: 27; Bcl-W Bim block: -1; RGS8-Gao reg: 101

How did COc1ccc(-c2cn3ccc4ccccc4c3n2)cc1 do in these assays?
RGS7-Gao: 94; ABCB1 inh: 1.1; Bcl-XL Bim block: -1; Bim-Bcl-B: 5; Bfl-1 Bim block: 1; RGS4-Gao reg: 91; Bcl-2 Bim block: -2; GSH fluor: 21; ABCG2 block: 9; Bcl-W Bim block: 1; RGS8-Gao reg: 82

Results for CCOc1ccc(S(=O)(=O)N(CC(=O)NC2CCCCC2C)Cc2ccco2)cc1 (stereo not given) ?
RGS7-Gao: 104; ABCB1 inh: 0.6; Bcl-XL Bim block: -2; Bim-Bcl-B: -7; Bfl-1 Bim block: -14; RGS4-Gao reg: 104; Bcl-2 Bim block: -5; GSH fluor: 11; ABCG2 block: 3; Bcl-W Bim block: 0; RGS8-Gao reg: 104
